TDP2 absorb – blocks human TDP2 phosphodiesterase activity; recombinant TDP2, T5PNP hydrolysis, p-nitrophenol absorbance 415 nm; inhibition, % at 12.8 µM; hit rate 0.34% among 370,000; AID 720702;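 active = inhibition above the mean of all tested compounds plus 3 SD, set per campaign, cut at about 25% in these data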;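 note: 0% = DMSO with enzyme and 100% = buffer with substrate but no TDP2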
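Test system: human TDP2 enzyme; Input: 120 nM TDP2 per well; Buffer or medium: Mg2+-containing Tris-HCl buffer, pH 7.5; Reagent: 5 mM T5PNP; Dosing: 12.8 µM single point, 1% DMSO; Incubation: reaction 2 h, 37 °C; Detection: p-Nitrophenol epi absorbance; Read-out: % inhibition relative to enzyme-containing and enzyme-free wells; Replicates: single well per compound.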
UHRF1 MBD2 ctr – human UHRF1 methylated DNA binding inhibitors; inhibition, % at 4.4 µM; hit rate 0.75% among 370,000; AID 687016; UHRF1 binding to methylated oligo, TR-FRET; in the data active = inhibition above about 21%;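 note: UHRF1 SRA domain binding a hemimethylated CpG hairpin DNA probe; 0% = median of test compound wells and 100% = reference inhibitor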
Target sequence (Q96T88 whole entry, looked up, the tested form may be a part): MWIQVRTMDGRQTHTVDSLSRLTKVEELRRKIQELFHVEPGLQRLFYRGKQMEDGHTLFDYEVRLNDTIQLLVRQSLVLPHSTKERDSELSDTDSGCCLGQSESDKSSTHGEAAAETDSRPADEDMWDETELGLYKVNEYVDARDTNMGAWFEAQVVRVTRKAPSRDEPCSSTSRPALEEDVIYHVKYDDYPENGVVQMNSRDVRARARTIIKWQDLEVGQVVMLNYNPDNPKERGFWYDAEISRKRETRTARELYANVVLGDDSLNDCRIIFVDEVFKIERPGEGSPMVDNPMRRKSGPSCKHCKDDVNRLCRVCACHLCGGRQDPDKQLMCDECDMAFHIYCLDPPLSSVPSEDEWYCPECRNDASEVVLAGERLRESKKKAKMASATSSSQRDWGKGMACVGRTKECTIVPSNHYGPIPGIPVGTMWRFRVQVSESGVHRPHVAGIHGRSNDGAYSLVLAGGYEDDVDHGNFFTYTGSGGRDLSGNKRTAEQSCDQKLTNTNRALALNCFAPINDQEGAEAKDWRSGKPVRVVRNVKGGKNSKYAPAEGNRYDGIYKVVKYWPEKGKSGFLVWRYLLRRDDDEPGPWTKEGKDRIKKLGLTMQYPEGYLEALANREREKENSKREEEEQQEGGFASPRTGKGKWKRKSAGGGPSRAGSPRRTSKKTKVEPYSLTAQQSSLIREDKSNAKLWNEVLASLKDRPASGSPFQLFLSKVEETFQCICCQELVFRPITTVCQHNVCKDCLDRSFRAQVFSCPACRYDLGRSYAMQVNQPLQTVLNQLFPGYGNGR
HTRA1 inh – inhibitors of human serine peptidase HTRA1; recombinant HTRA1, FP-rhodamine activity-based probe, fluorescence polarization; inhibition, % at 5.96 µM; hit rate 0.5% among 340,000; AID 504803; in the data active = inhibition above about 36%;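 note: 0% = enzyme with DMSO and 100% = wells lacking enzyme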
SIAE primary – inhibitors of human sialic acid acetylesterase SIAE; Q9HAT2; SIAE FP-Rh probe binding, fluorescence polarization; inhibition, % at 9.66 µM; hit rate 0.69% among 370,000;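 active = inhibition above a cutoff: mean of compounds within the control limits plus 3 SD of those, cut at about 17% in these data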;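 note: 0% = plate median of compound wells and 100% = probe without SIAE protein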
PG9 binder – PG9 antibody binding by small molecule; inhibition, % at 6.7 µM; AID 624416; TR-FRET gp120-PG9 antibody binding; hit rate 0.43% among 360,000; in the data active = inhibition above about 8.5%
TCR CD3 inh – blocks the human TCR-CD3 interaction; TAMRA-labeled TCR probe fluorescence, biochemical; inhibition, % at 9.4 µM; hit rate 0.37% among 360,000; in the data active = inhibition above about 19%;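 note: recombinant mutant TCR 2C K166C tagged with TAMRA read by polarization; 0% = receptor in buffer alone and 100% = receptor with positive control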
Tn7 DDE FP – DD(E)-Tn7 binding inhibition, primary FP screen | P02675 | FP displacement of FITC-Tn7 peptide from fibrin DD(E); 0% = median of compound wells per plate | inhibition, % at 8.3 µM | hit rate 0.13% among 370,000;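 active = inhibition above the mean of compounds falling within the control limits plus 3 SD of them, cut at about 14% in these data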;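 note: 0% = plate median of compound wells and 100% = 10 µM Aha-Tn7 peptide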
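Assay system: human fibrin DD(E) protein / Input: 2 µM fibrin DD(E) / Benchmarks: high control of 10 µM Aha-Tn7 peptide / Measured by: fluorescence polarization of the labelled Tn7 tracer / Medium: Tris buffer with calcium and detergent, pH 7.8 / Timing: 10 min compound pre-incubation, 3 h probe incubation at room temperature / Repeats: one replicate per compound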
ABHD4 inh – inhibits mouse alpha/beta hydrolase domain 4 | Q8VD66 | inhibition, % at 8.92 µM | purified mABHD4, FP-Rh probe fluorescence polarization | hit rate 0.54% among 370,000;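 active = inhibition exceeding the mean over every tested compound plus 3 SD, cut at about 30% in these data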;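 note: 0% = plate median of compound wells and 100% = S159A mutant with DMSO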
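assay system = mABHD4 protein | compound dosing = single nominal dose of 8.92 µM, 0.89% DMSO final | read-out basis = percent inhibition of probe binding, normalized to plate controls | schedule = Enzyme–compound pre-incubation 45 min, then probe 60 min, both 25 °C | detection = fluorescence polarization, excitation 525 nm, emission 598 nm, BODIPY TMR filters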
PRMT1 inh – inhibitors of human PRMT1; hit rate 1.3% among 370,000; inhibition, % at 2.79 µM; recombinant PRMT1, activity-based probe fluorescence polarization;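 active = inhibition above about 21% made by adding two undisclosed values, limit read from the data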
LEDGF integ inh – blocks HIV-1 LEDGF/p75-dependent DNA integration; TR-FRET IN-LEDGF/p75 DNA integration, Eu/Cy5; inhibition, % at 3.7 µM; hit rate 0.64% among 370,000;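 active = inhibition above the screen-wide mean plus 3 SD, cut at about 13% in these data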;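 note: signal is the Cy5 over europium emission ratio at 671 and 618 nm; 0% = plate median of compound wells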
Active calls of the source: *; . = not tested or not shown. Not a hit list; 4.2% or so of the library scored in one or more.

SMILES	TDP2 absorb	UHRF1 MBD2 ctr	HTRA1 inh	SIAE primary	PG9 binder	TCR CD3 inh	Tn7 DDE FP	ABHD4 inh	PRMT1 inh	LEDGF integ inh
Cc1ccn(CC(=O)O)c(=O)c1	1	-1	3	5	0.2	8	-4	3	-1	2
CSCCC(N=C1NS(=O)(=O)c2ccccc21)C(=O)N1CCCC(C(N)=O)C1 (centres undefined)	5	0	0	-7	1.3	0	6	4	0	1
Cc1ccc(-c2nc3ncccc3o2)cc1NC(=O)c1ccccc1	13	0	-6	-1	0.6	7	1	2	-4	-2
CC(=O)c1ccccc1NS(=O)(=O)c1c(C)nn(-c2ccccc2)c1C	1	-1	-2	4	0.0	5	5	-1	1	-1
CC(C)(C)c1ccc(S(=O)(=O)NCc2ccc(C(=O)N3CCCC3)cc2)cc1	13	0	1	-1	-1.1	-7	6	3	-2	-2
Cc1ccc(S(=O)(=O)NCC(=O)N2CCN(S(=O)(=O)c3ccc(Cl)cc3)CC2)cc1C	1	-1	2	15	0.2	-4	4	1	2	-1
CCCCCn1c(SCC(=O)c2ccccc2)nc2cc(C(=O)NCc3ccco3)ccc2c1=O	15	0	-2	4	1.2	-1	-6	2	4	1
COc1ccc(Cl)cc1S(=O)(=O)N1CCCC(C(=O)NCc2ccccn2)C1 (centres undefined)	12	-1	3	2	0.1	-7	-3	2	2	-2
CC(=O)c1ccccc1NC(=O)CSc1n[nH]c(=O)n1C1CC1	0	2	3	3	2.2	-2	-4	7	3	-7
Cc1ccc(NCc2nc3ccccc3n2C)cc1C	0	3	11	0	-1.4	0	2	-5	2	-5
Cc1cccc(C)c1NC(=O)CN1C(=O)C2CC=CCC2C1=O (centres undefined)	8	1	-4	1	-2.6	-1	-8	1	-6	0
COc1ccc(C(=O)Nc2ccc3c(c2)Cc2ccccc2-3)cc1	11	-4	4	-2	-2.1	-3	0	3	-3	4
COc1ccc(CCNC(=O)COc2ccc(S(=O)(=O)NC3CCCCC3)cc2Cl)cc1	-17	1	-57	-3	-1.5	-3	-6	-12	4	2
CC(C)NCC#CCOc1ccc(Cl)cc1	10	-3	-1	3	0.6	-3	3	11	-1	4
C/C(=N\NC(N)=S)c1cc(-c2ccccc2)c(-c2ccccc2)s1	-5	1	-39	-11	-1.7	8	-1	-23	-9	0
O=C(Nc1ccon1)c1cccc(C(F)(F)F)c1	-4	0	-6	-4	-0.4	3	4	-6	-1	-2
CC(C)OC(=O)c1cc2ccccc2[nH]1	3	1	-3	-3	0.9	4	11	0	2	-1
Cc1cc(C)cc(NC(=O)Cc2ccc(-n3cccc3)cc2)c1	1	-1	-6	14	-1.8	-2	-4	-2	1	0
CCCC(=O)Nc1ccc(S(=O)(=O)Nc2nccs2)cc1	12	5	6	0	-2.4	-7	-2	3	-2	0
N/C(=N\OC(=O)Oc1ccccc1)c1ccc(Br)cc1	-12	3	3	2	-0.3	-9	-1	1	3	0
COc1ccc(/C(O)=C2/C(=O)C(=O)N(CCN(C)C)C2c2ccc(F)cc2)cc1Cl (centres undefined)	-2	7	7	1	9.5*	-5	-10	-3	-2	3
C/C(=N\NS(=O)(=O)c1ccc([N+](=O)[O-])cc1)c1cccs1	8	13	0	-3	-0.1	-2	0	-5	1	-6
O=C(Nc1cccc(C(F)(F)F)c1)c1csc([C@@H]2O[C@H](CO)[C@@H](O)[C@H]2O)n1	-1	2	.	-4	-0.1	1	-6	-2	-1	2
Cc1c(-c2cc(C(=O)O)no2)cnn1C	2	0	0	0	-1.8	-2	-7	9	5	-1
CCCCNC(=O)c1sc2nc(C)cc(COC)c2c1-n1cccc1	-6	1	-21	-2	-2.4	7	-6	2	0	-5
CCn1c(=O)cc(OCC(=O)N2CCN(c3ccc(F)cc3)CC2)c2ccccc21	4	0	5	5	0.2	-4	2	-1	-2	0
CCN1/C(=C/c2ccc3ccccc3[n+]2CCCS(=O)(=O)[O-])C=Cc2cc(C)ccc21	-7	-15	-3	-21	-9.4	-5	2	-38	1	-1
COC(=O)CCCNS(=O)(=O)c1ccc2ccccc2c1	0	-4	1	-1	0.2	3	3	2	1	-4
COc1ccc2c(c1)C=C(CN1CCN(C(C)C)C(CCO)C1)CO2 (centres undefined)	5	-1	3	-6	0.5	11	-1	1	0	4
CS(=O)(=O)NCCSCc1ccc(Cl)cc1	8	0	0	-4	1.4	-1	0	3	-3	1
CN(C)C(=O)CN1C(=O)NC2(CCc3ccccc32)C1=O (centres undefined)	18	-2	6	-5	-3.4	1	-10	4	-3	2
CC(C)c1ccccc1OCCCCCN1CCOCC1	-1	1	.	-4	1.1	-6	-7	1	4	1
N#Cc1ccsc1NC(=O)c1cccc(-n2cnnn2)c1	5	5	-8	-9	-1.2	-12	1	5	3	-1
N#Cc1c(C(F)(F)F)cc(-c2ccc(F)cc2)[nH]c1=O	3	0	-1	-1	1.3	5	3	4	0	-1
O=C(Nc1nnc(SCC(=O)N2CCCc3ccccc32)s1)c1ccc2ccccc2c1	-6	6	-14	-23	1.0	1	-1	-19	3	-6
O=C(c1ccccc1-c1nc2ccccc2[nH]1)N1CCOCC1	-14	-1	-1	1	-0.7	-1	-8	-4	-2	1

Taken from the listing (15 entries):
SMILES	TDP2 absorb	UHRF1 MBD2 ctr	HTRA1 inh	SIAE primary	PG9 binder	TCR CD3 inh	Tn7 DDE FP	ABHD4 inh	PRMT1 inh	LEDGF integ inh
C/C(=N\NS(=O)(=O)c1ccc([N+](=O)[O-])cc1)c1cccs1	8	13	0	-3	-0.1	-2	0	-5	1	-6
O=C(Nc1cccc(C(F)(F)F)c1)c1csc([C@@H]2O[C@H](CO)[C@@H](O)[C@H]2O)n1	-1	2	.	-4	-0.1	1	-6	-2	-1	2
Cc1c(-c2cc(C(=O)O)no2)cnn1C	2	0	0	0	-1.8	-2	-7	9	5	-1
CCCCNC(=O)c1sc2nc(C)cc(COC)c2c1-n1cccc1	-6	1	-21	-2	-2.4	7	-6	2	0	-5
CCn1c(=O)cc(OCC(=O)N2CCN(c3ccc(F)cc3)CC2)c2ccccc21	4	0	5	5	0.2	-4	2	-1	-2	0
CCN1/C(=C/c2ccc3ccccc3[n+]2CCCS(=O)(=O)[O-])C=Cc2cc(C)ccc21	-7	-15	-3	-21	-9.4	-5	2	-38	1	-1
COC(=O)CCCNS(=O)(=O)c1ccc2ccccc2c1	0	-4	1	-1	0.2	3	3	2	1	-4
COc1ccc2c(c1)C=C(CN1CCN(C(C)C)C(CCO)C1)CO2 (centres undefined)	5	-1	3	-6	0.5	11	-1	1	0	4
CS(=O)(=O)NCCSCc1ccc(Cl)cc1	8	0	0	-4	1.4	-1	0	3	-3	1
CN(C)C(=O)CN1C(=O)NC2(CCc3ccccc32)C1=O (centres undefined)	18	-2	6	-5	-3.4	1	-10	4	-3	2
CC(C)c1ccccc1OCCCCCN1CCOCC1	-1	1	.	-4	1.1	-6	-7	1	4	1
N#Cc1ccsc1NC(=O)c1cccc(-n2cnnn2)c1	5	5	-8	-9	-1.2	-12	1	5	3	-1
N#Cc1c(C(F)(F)F)cc(-c2ccc(F)cc2)[nH]c1=O	3	0	-1	-1	1.3	5	3	4	0	-1
O=C(Nc1nnc(SCC(=O)N2CCCc3ccccc32)s1)c1ccc2ccccc2c1	-6	6	-14	-23	1.0	1	-1	-19	3	-6
O=C(c1ccccc1-c1nc2ccccc2[nH]1)N1CCOCC1	-14	-1	-1	1	-0.7	-1	-8	-4	-2	1

(cont.)
SMILES	TDP2 absorb	UHRF1 MBD2 ctr	HTRA1 inh	SIAE primary	PG9 binder	TCR CD3 inh	Tn7 DDE FP	ABHD4 inh	PRMT1 inh	LEDGF integ inh
Cc1cccc(CN2CCSCCS2(=O)=O)c1	2	-2	.	0	0.1	-8	0	3	-1	-3
CCOC(=O)N1CCN(c2ccc(S(=O)(=O)N3CCOCC3)cc2[N+](=O)[O-])CC1	4	-3	5	-14	-0.5	0	-2	-3	-1	-1
O=S(=O)(Nc1ccccn1)c1cccs1	-5	2	4	-2	-0.5	8	2	2	1	-1
CCNC(=S)N1CCN=C1Nc1nc(C)cc(C)n1	1	1	.	1	-1.0	8	1	8	-1	4
O=C(Cn1nc(Cc2cccnc2)c2ccccc2c1=O)Nc1ccc2c(c1)OCO2	4	2	-2	12	-0.1	-11	4	-6	3	1
CC(Sc1nnnn1-c1ccccc1)C(=O)Nc1ccc(N2CCN(C)CC2)cc1 (centres undefined)	4	3	9	7	-2.9	0	5	3	0	1
